Screening data deposited in PubChem BioAssay by several laboratories.
K1F lysis inhibition: inhibition of K1F phage lysis, E. coli UTI89, bacterial capsule biogenesis inhibitors, alamar blue (AID 488966); 340,000 compounds, 0.02% hits; one-dose inhibition, % at 100 µM; IC50 in µM for titrated hits; E. coli UTI89 K1F phage lysis, alamar blue, 2 h; higher % means a stronger effect;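 active means phage lysis inhibition, versus mean bacterial control, above a set limit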;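 further: capsule biogenesis inhibitors block K1F phage lysis so surviving cells raise fluorescence; higher fluorescence means more inhibition of phage lysis; actives were called in the ten point dose series up to 300 µM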
West Nile virus CPE: West Nile virus antiviral activity, cell-based, CPE readout (AID 1621). West Nile virus-infected cells, CPE inhibition; higher % means a stronger effect. 290,000 compounds, 0.02% hits. one-dose CPE inhibition, % at 10 µM; IC50 in µM for titrated hits; in the data active means a potency from the dose series; further: strong numbers were not always called active
T cell HTS: T cell immune modulation candidate | 2C CD8+ T cell-vesicle binding, flow cytometry; hits give low values | calls only at 7 µM | 330,000 compounds, 0.068% hits;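 active means response, share of CD8 T cells binding vesicles, and their 90th percentile fluorescence all below set limits, cut at about 80% in these data, passing the limit was not always enough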
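Assay system: 2C TCR transgenic mouse naive CD8+ T cells, MACS-purified | Read-out: CD8+ gate FL2 mean fluorescence as % of same-row positive control | Signal: High-throughput flow cytometry with anti-B7-1 and anti-CD8 staining | Timing: Binding step 1.5 h, 37 °C, antibody labelling 20 min, ice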
human PMI inhibitors: MPI inhibition at elevated mannose 6-phosphate – biochemical, fluorescence intensity, high mannose 6-phosphate, primary screen (AID 1220); recombinant PMI enzyme, coupled fluorescence intensity; higher % means a stronger effect; one-dose inhibition, % at 20 µM; IC50 in µM for titrated hits; 190,000 compounds, 0.66% hits
RSV CPE inhibition: inhibition of RSV-induced cytopathic effect – HEp-2 cells, primary 10 µM value included (AID 2391). HEp-2 cells, RSV-induced CPE inhibition; higher % means a stronger effect. CPE inhibition, % at 10 µM, or IC50 in µM where a hit was titrated. 310,000 compounds, 0.13% hits; in the data active means a potency from the dose series; further: strong numbers were not always called active
human PMI inhibition: MPI enzyme activity inhibition – biochemical, fluorescence intensity, coupled assay, primary screen (AID 1209); purified PMI enzyme, coupled fluorescence intensity; higher % means a stronger effect; inhibition, % at 20 µM, or IC50 in µM where a hit was titrated; 190,000 compounds, 0.42% hits;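 further: plate controls were DMSO vehicle for no effect and wells lacking substrate for full effect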
M17LAP inhibition: P. falciparum M17LAP inhibitors, primary screen, biochemical, fluorogenic H-Leu-NHMec substrate, 1536-well (AID 1619); one-dose inhibition, % at 30 µM; IC50 in µM for titrated hits; recombinant M17LAP, H-Leu-NHMec fluorogenic kinetic assay; higher % means a stronger effect; 220,000 compounds, 0.38% hits;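 active means compound inhibiting the enzyme by more than half at any dose during confirmatory dose-response retesting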;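 further: plate controls were full reaction with DMSO carrier for no effect and no enzyme background for full effect; strong numbers were not always called active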
M1AAP inhibition: malaria alanyl aminopeptidase activity blockers – biochemical, fluorogenic H-Leu-NHMec substrate, 1536-well (AID 1445); recombinant M1AAP, H-Leu-NHMec fluorogenic kinetic assay; higher % means a stronger effect; 220,000 compounds, 0.42% hits; inhibition, % at 30 µM, or IC50 in µM where a hit was titrated;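 active means primary inhibition above the hit cutoff, then over 50% inhibition at one or more dose response concentrations, cut at about 23% in these data, passing the limit was not always enough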;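 further: plate controls were DMSO full reaction for no effect and no enzyme background for full effect; strong numbers were not always called active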
TNAP activation fold: human TNAP enzyme activators, primary screen, biochemical, luminescent, no phosphate acceptor, uHTS (AID 1001) | activation fold at 20 µM; hits with a dose series show EC50 in µM | purified TNAP, luminescent activation assay, no phosphate acceptor; higher activation fold means a stronger effect | 200,000 compounds, 0.03% hits; in the data active means activation fold from about 3, or a potency from the dose series; inactive means the rest, 99 in 100 with activation fold below about 1.6; further: many of its hits are not listed in these tables
T cell HTS vesicle-bound %: further read-out of T cell HTS, marked with its call; double positive events, %; measured here: CD8+ vesicle-bound cell fraction;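 binding gate set so that unloaded-vesicle control wells show 10% double positive cells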
Numbers without * were called inactive; i = inactive; nt = no result given; [ ] = remark or other dose. Unless noted, no stated cut-off is given here; in the data, active means inhibition above about 50%; inactive means the rest.

SMILES	K1F lysis inhibition	West Nile virus CPE	T cell HTS	T cell HTS vesicle-bound %	human PMI inhibitors	RSV CPE inhibition	human PMI inhibition	M17LAP inhibition	M1AAP inhibition	TNAP activation fold
Cc1nnc(SCC(=O)Nc2c(C)n(C)n(-c3ccccc3)c2=O)n1Cc1ccccc1	0.3%	0.6%	i	23	-6%	0.9%	-6%	3%	-2%	1.1
Cc1ccc(C(CC(=O)O)NC(=O)CN2C(=O)c3ccccc3C2=O)cc1 (stereo not drawn)	0.2%	-0.5%	i	57	nt	0.5%	nt	nt	nt	nt
COc1ccc(CNC(=O)c2ccccc2C(=O)O)cc1	1.3%	1.5%	i	36	-13%	2.3%	-18%	-1%	0%	1
COc1ccc(C(=O)NC(C(=O)NCc2ccccn2)C(C)C)cc1 (stereo not drawn)	0.6%	0.0%	i	15	5%	1.8%	5%	9%	-8%	1
CCCCCCSc1nc(O)c(C2OC(=O)c3c2ccc(OC)c3OC)c(=O)n1-c1ccccc1 (stereo not drawn)	-0.1%	1.0%	i	15	-1%	3.1%	-8%	4.8µM*	7%	1
O=C(COc1ccc(Cl)cc1)N(Cc1ccccc1)c1ccccn1	-1.0%	-0.5%	i	30	10%	2.9%	8%	-5%	8%	1.1
CN1CC=C2C(C#N)=C(N)C(C#N)(C#N)C(c3cccc(Cl)c3Cl)C2C1 (stereo not drawn)	-0.4%	-0.1%	i	59	10%	-0.3%	11%	-41%	9%	1
O=C1CCCN1CCCNCC(O)c1ccccc1 (stereo not drawn)	0.2%	-0.2%	i	24	nt	3.4%	nt	nt	nt	nt
O=C(NC1CCCc2ccccc21)C1CCCO1 (stereo not drawn)	6.4%	-0.4%	i	12	-4%	0.9%	4%	3%	6%	1.2
O=C(NCCc1ccc(C(F)(F)F)cc1)C1CCC(=O)N(CCc2cccc(F)c2)C1 (stereo not drawn)	0.2%	-1.0%	i	38	nt	-0.5%	nt	nt	nt	nt
CCN(CC)S(=O)(=O)c1cccc(NC(=O)COc2ncnc3sccc23)c1	0.3%	1.4%	i	18	5%	9.5%	6%	32%	4%	1
OCC1(CO)COC(c2ccccc2)=N1	0.7%	0.8%	i	24	2%	0.8%	0%	2%	3%	1.1
Cc1ccc(C)c(-c2cc(C(=O)NCc3cccs3)c3ccccc3n2)c1	1.7%	1.1%	i	51	2%	2.2%	3%	7%	7%	1
CN(C)CC(C)(C)CNC(C(=O)Nc1ccc(Cl)cc1C(F)(F)F)c1ccccc1 (stereo not drawn)	1.1%	-0.4%	i	22	-2%	-3.5%	3%	3%	6%	1.1
CCCc1nnc(SCC(=O)N2CCCC2)n1Cc1ccco1	0.4%	0.3%	i	28	1%	0.5%	6%	2%	8%	1.1
COc1ccc2nc3sc(C(=O)NCc4cccs4)c(N)c3cc2c1	nt	-0.1%	i	2	-1%	6.5%	-8%	0%	12%	1
Cc1ccccc1S(=O)(=O)Cc1ccc(C(=O)NC2CCCCC2C)o1 (stereo not drawn)	0.0%	0.3%	i	7	nt	1.9%	nt	nt	nt	nt
Cc1ccccc1C(=O)NC(NC(=O)c1ccccc1C)c1cccc([N+](=O)[O-])c1	2.0%[50 µM]	-1.0%	i	45	13%	3.1%	14%	4%	-1%	1
Cc1ccsc1C(=O)NCCc1ccc(S(N)(=O)=O)cc1	-0.2%	-0.2%	i	56	nt	-0.2%	nt	nt	nt	nt
Cc1ccccc1NC(=O)CSc1nnc(NC(=O)c2ccco2)s1	0.4%	-0.2%	i	34	nt	2.0%	nt	nt	nt	nt
O=C(NCCN1CCCC1=O)Nc1ccccc1	-0.9%	0.5%	i	28	5%	1.5%	7%	4%	10%	1.1
Cc1ccccc1Oc1ccc(S(=O)(=O)NCCC(=O)O)cc1	1.1%	0.5%	i	54	6%	2.8%	5%	7%	11%	1.1
CCC(C)NC(=O)C1CCN(C(=O)COc2ccc3c4c(c(=O)oc3c2C)CCCC4)CC1 (stereo not drawn)	0.2%	-0.5%	i	43	nt	-0.6%	nt	nt	nt	nt
Cc1sc2nc(CSc3nc4ccccc4s3)[nH]c(=O)c2c1C	nt	-0.7%	i	55	-18%	2.2%	-31%	8%	4%	1
Cc1cc2cc(CCNC(=O)CCCc3ccccc3)c(=O)[nH]c2cc1C	0.2%	0.5%	i	20	nt	0.4%	nt	nt	nt	nt

3 structures out of the list, sorted by heavy-atom count, ascending.
SMILES	K1F lysis inhibition	West Nile virus CPE	T cell HTS	T cell HTS vesicle-bound %	human PMI inhibitors	RSV CPE inhibition	human PMI inhibition	M17LAP inhibition	M1AAP inhibition	TNAP activation fold
CCCc1nnc(SCC(=O)N2CCCC2)n1Cc1ccco1	0.4%	0.3%	i	28	1%	0.5%	6%	2%	8%	1.1
COc1ccc(C(=O)NC(C(=O)NCc2ccccn2)C(C)C)cc1 (stereo not drawn)	0.6%	0.0%	i	15	5%	1.8%	5%	9%	-8%	1
CN(C)CC(C)(C)CNC(C(=O)Nc1ccc(Cl)cc1C(F)(F)F)c1ccccc1 (stereo not drawn)	1.1%	-0.4%	i	22	-2%	-3.5%	3%	3%	6%	1.1

(list continues)
SMILES	K1F lysis inhibition	West Nile virus CPE	T cell HTS	T cell HTS vesicle-bound %	human PMI inhibitors	RSV CPE inhibition	human PMI inhibition	M17LAP inhibition	M1AAP inhibition	TNAP activation fold
CCCCNC(=O)C1(NC(=O)Nc2ccccc2)CCCCC1	-0.6%	-0.8%	i	37	-17%	2.2%	-9%	3%	4%	1
O=C(NC1CC1)c1cccc(Nc2ccc(-c3ccc4c(c3)OCCO4)nn2)c1	5.8%	1.0%	i	10	12%	-2.3%	17%	14%	16%	1.1
COCCCN1CC(=O)N2C(c3cccc(OC)c3)c3[nH]c4ccccc4c3C[C@H]2C1=O (stereo partly drawn)	-0.2%	0.1%	i	7	nt	2.0%	nt	nt	nt	nt
COc1ccc(-c2cc3ccccc3n2CC(O)CN2CCOCC2)cc1 (stereo not drawn)	-0.4%	-0.2%	i	58	10%	-0.7%	7%	-18%	2%	1.1
COc1cccc(-n2c(=S)sc3c(=O)n(-c4ccccc4C)c(SCC(=O)O)nc32)c1	0.1%	0.7%	i	30	nt	4.2%	nt	nt	nt	nt
COc1ccc(-n2nc(N)c3c(=O)oc(N(C)C)nc32)cc1	0.2%	0.2%	i	16	-2%	-0.2%	5%	3%	-3%	1.1
CCn1nc(NC(=O)c2cccs2)c2cc3ccccc3nc21	-0.4%	0.3%	i	60	21%	11%	23%	-41%	12%	1.1
CCOC(=O)Nc1nnc(-c2cccc(OC)c2)s1	2.2%	0.0%	i	56	1%	0.7%	7%	-5%	11%	1
C[C@H](O)c1[nH]c2cc(F)ccc2c1[C@H](C)O	-1.1%	-0.6%	i	10	nt	-1.9%	nt	nt	nt	nt
CC(Sc1nnc(C(C)N(C)C)n1-c1ccc(Cl)cc1)C(=O)Nc1ccc2c(c1)OCO2 (stereo not drawn)	15%	-0.4%	i	44	12%	2.0%	5%	2%	-3%	1.2
NS(=O)(=O)c1ccc(CCNC(=O)CSc2cccs2)cc1	0.3%	-0.3%	i	36	nt	2.3%	nt	-11%	4%	1.1
CCOC(=O)Cn1nc(C)n(-c2c(C)cccc2C)c1=O	0.3%	0.2%	i	52	8%	-0.3%	3%	-6%	-1%	1.1
N#Cc1nc(COc2ccccc2F)oc1NCc1ccc(F)cc1	0.2%	-0.4%	i	33	-1%	0.2%	2%	4%	1%	1.1
CS(=O)(=O)Nc1ccc(C2=NN(C(=O)CCCC(=O)O)C(c3cccs3)C2)cc1 (stereo not drawn)	-0.6%[50 µM]	0.1%	i	31	nt	0.2%	nt	nt	nt	nt
COc1ccc(N2CCN(C(=O)c3ccc4c(=O)n(CC5CCCO5)c(=O)[nH]c4c3)CC2)cc1 (stereo not drawn)	0.1%	-0.6%	i	24	2%	19%	-5%	9%	8%	1
O=C(Nc1ccc(C(=O)O)cc1)/C(=C\c1ccc2c(c1)OCO2)NC(=O)c1ccco1	0.0%	1.2%	i	24	10%	1.5%	5%	12%	5%	1.1
Cc1ccc(SC(CC(=O)c2ccc(C(C)(C)C)cc2)C(=O)O)cc1 (stereo not drawn)	nt	-1.3%	i	52	5%	6.2%	10%	6%	7%	1
COC(=O)c1cc2nc(-c3ccc(OC)c(OC)c3)cc(C(F)(F)F)n2n1	0.1%	0.0%	i	27	4%	1.5%	4%	-8%	-4%	1.1
O=C(Nc1ccccc1F)C(=Cc1sc(N2CCOCC2)nc1-c1ccccc1)C(=O)Nc1ccccc1F	-0.1%	-0.6%	i	56	6%	1.0%	6%	-3%	14%	0.9
CCCC(O)(c1ccc(OC)cc1)C(CN(C)C)c1ccccc1 (stereo not drawn)	13%	-0.7%	i	8	-10%	1.5%	-5%	-8%	7%	1.1
CCOC(=O)c1cn(CC)c2cc(F)c(F)cc2c1=O	-1.6%	0.1%	i	25	nt	0.4%	nt	8%	5%	nt
O=C(/C=C/c1ccccc1Cl)N1CCCN(C(=O)/C=C/c2ccccc2Cl)CC1	-2.0%[50 µM]	0.2%	i	45	2%	3.4%	14%	1%	15%	1.1
CCC(=O)N1CCN(c2ccccc2NC(=S)NC(=O)c2ccco2)CC1	0.2%	0.1%	i	68	nt	3.3%	nt	nt	nt	nt
COc1ccc(Cl)cc1-n1c(C)cc(C=O)c1C	-0.1%	-0.1%	i	57	2%	0.9%	3%	-4%	14%	1
C=CCOc1cccc(C2c3c(oc4ccccc4c3=O)C(=O)N2c2ccccn2)c1 (stereo not drawn)	-2.5%	-0.1%	i	19	-1%	-0.1%	-9%	-3%	0%	0.9

Additional results.
SMILES	K1F lysis inhibition	West Nile virus CPE	T cell HTS	T cell HTS vesicle-bound %	human PMI inhibitors	RSV CPE inhibition	human PMI inhibition	M17LAP inhibition	M1AAP inhibition	TNAP activation fold
O=C(CN(Cc1ccccc1Cl)C(=O)CNS(=O)(=O)c1ccc(F)cc1)NCC1CCCO1 (stereo not drawn)	0.0%	-0.6%	i	34	nt	0.4%	nt	nt	nt	nt
CC/C(C)=N\N=C\c1c(O)n(CC)c2cc(C3=NNC(=O)CC3)ccc12	0.8%	0.2%	i	34	-87%	0.9%	-48%	13%	8%	1.2
CCN(CC)S(=O)(=O)c1ccc(N=N/C(C(C)=O)=C(/C)O)cc1	0.8%	-0.1%	i	23	2%	3.9%	5%	-13%	9%	1.1
CC1=C(C(=O)OC2CCCCCCC2)C(c2cccc(O)c2)NC(=O)N1 (stereo not drawn)	-0.1%	0.7%	i	38	11%	22%	16%	-10%	-1%	1.1
O=C(Cn1[nH]c(=O)c2ccccc2c1=O)NCc1cccnc1	1.9%	0.0%	i	30	-4%	0.9%	-4%	1%	-2%	1.1
CC(C)N=C(Nc1ccc(Cl)cc1)c1cccnc1	-0.1%	-0.4%	i	44	8%	-0.4%	2%	8%	3%	1.1
COC(=O)/C=C1\S/C(=N/N=C/c2ccco2)NC1=O	0.3%	-0.2%	i	46	2%	-0.3%	-12%	3%	-1%	0.9
